Compound activity as filed in PubChem.
Hsp70 displacement: Hsp70 inhibitors, probe displacement, primary screen, biochemical, fluorescence polarization (AID 583). Heat shock 70 kDa protein 1A (Homo sapiens). Hsp70 fluorescence polarization probe displacement, mP; higher % means a stronger effect. displacement, % at 20 µM, or IC50 in µM where a hit was titrated. 140,000 compounds, 0.06% hits; in the data active = displacement above about 50%;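 note: plate controls were vehicle for no effect and reference ligand for full effect; a part of the inactive calls stands beside numbers as strong as those of hits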
MKP-3 inhibition: MKP-3 phosphatase inhibitors, primary screen, biochemical, rat enzyme, in vitro (AID 425) | Dual specificity protein phosphatase 6 (Rattus norvegicus) | 110,000 compounds, 0.17% hits | one-dose inhibition, % at 20 µM; IC50 in µM for titrated hits | recombinant MKP-3 phosphatase activity, fluorescence; higher % means a stronger effect; in the data active = inhibition above about 50%;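 note: plate controls were vehicle for no effect and reference inhibitor for full effect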
* = called active by the depositor; . = no result given; & = joins results of further samples. A portion of the library (hit frequency here may not be typical).

Screens in order: Hsp70 displacement | MKP-3 inhibition
1: CCOC(=O)C1=C(C)N=c2s/c(=C\c3ccc(N(C)C)o3)c(=O)n2C1c1ccc(F)cc1 (stereo not given)
 : -27% | 1%
2: CCCN(C(=O)Cc1nc(N)n[nH]1)C1(C(=O)Nc2ccccc2C)CCCCC1
 : -2.3% | .
3: CCOC(=O)N1CCN(C(=O)CSc2nc3c(cnn3-c3ccccc3)c(=O)[nH]2)CC1
 : -8.0% | -8%
4: N/C(=N\N=C\c1ccc(O)cc1)c1nonc1N
 : 0.3% | 0%
5: Cc1cc(C)n2nc(-c3ccc(Cl)cc3)cc2n1
 : 1.1% | -3%
6: CCCCN(CCCC)S(=O)(=O)c1ccc(I)cc1
 : 7.2% | -1%
7: Cc1ccc(C23CC4CC(CC(NC(=O)N5CCN(C)CC5)(C4)C2)C3)cc1
 : -7.0% | -6%
8: Cc1c(-c2ccc(Cl)cc2)nc2ccccc2c1C(=O)O
 : -3.1% | 1%
9: Cc1ccc2nc(NC3=NC(CC(=O)O)C(=O)N3)nc(C)c2c1 (stereo not given)
 : 1.6% | 1%
10: CCC(=O)Nc1ccc(Br)c(Cl)c1
 : 4.1% | -8%
11: COc1cc(NC(=O)c2cc(Br)ccc2OC)ccc1NC(=O)c1ccco1
 : -3.2% | 3%
12: COc1cccc(N2C(=O)C(=O)/C(=C(\O)c3ccccc3)C2c2ccc(Br)cc2)c1 (stereo not given)
 : -1.2% | 1%
13: COc1cccc(OC)c1C(=O)Nc1cccc(Oc2ccc3c(c2)C(=O)N(c2ccccc2)C3=O)c1
 : -4.3% | -1%
14: CCOC(=O)CSc1ccc2nnc(-c3ccccc3)n2n1
 : 4.3% | 2%
15: CNc1ccc([N+](=O)[O-])cc1N/C=C1\CCc2ccccc2C1=O
 : 2.0% | 3%
16: N/C(Cc1ccc([N+](=O)[O-])cc1)=N\OC(=O)c1cccc(I)c1
 : -0.5% | 2%
17: CCOC(=O)c1cccc(NC(=O)/C=C/c2ccccc2Cl)c1
 : 1.9% | 3%
18: O=C(COc1ccc([N+](=O)[O-])cc1)Nc1cc(C(F)(F)F)ccc1Cl
 : -7.3% | 5%
19: CC(=O)[C@@]1(O)CC[C@H]2[C@@H]3CCC4=CC(=O)CC[C@]4(C)[C@H]3CC[C@@]21C
 : 4.7% | .
20: CCN(C(=O)COC(=O)c1[nH]c(C)c(C(C)=O)c1C)C1CCS(=O)(=O)C1 (stereo not given)
 : -6.4% | .
21: CCOC(=O)c1c(-c2ccc(OCC)cc2)csc1N
 : 0.0% | 4%
22: COc1cc2cc(CN(CCN3CCCC3)C(=O)Nc3ccc(F)cc3)c(=O)[nH]c2cc1OC
 : -2.0% | -9%
23: COc1cc(C2C(C#N)=C(N)OC3=C2C(=O)CCC3)cc(OC)c1OC(=O)N1CCOCC1 (stereo not given)
 : 2.8% | 2%
24: CCOc1ccc(N(CC(=O)Nc2ccccc2CC)S(=O)(=O)c2ccc(SC)cc2)cc1
 : -6.0% | -2%
25: Cc1ccc(N2C(=O)CC(NCCc3ccccc3)C2=O)cc1 (stereo not given)
 : 5.0% | 0%
26: O=C(NCc1ccccn1)C1CCN(S(=O)(=O)c2cnc[nH]2)CC1
 : 1.0% | 4%
27: O=C(NCCCn1ccnc1)c1ccccc1[N+](=O)[O-]
 : 1.6% | -1%
28: c1ccc(-c2nnc3sc(-c4cc5ccccc5o4)nn23)cc1
 : -4.2% | -6%
29: COc1ccc(OC)c(S(=O)(=O)Nc2ccc(Oc3ccccc3)cc2)c1
 : -1.0% | .
30: O=[N+]([O-])c1ccc(-c2nc(NCc3ccccc3)cc(-c3ccccc3)n2)cc1
 : 2.6% | 4%
31: O=C(Nc1ccc2c(c1)OCCO2)C1CCCN1S(=O)(=O)c1ccc(Cl)cc1 (stereo not given)
 : -3.0% | -7%
32: O=C(/C=C/c1ccccc1)Nc1cccc(Br)c1
 : 2.2% | 6%
33: O=C(COc1ccccc1Cl)Nc1cccc(-c2nc3ncccc3o2)c1
 : 0.4% | -1%
34: COC(=O)c1ccc(C(=O)OC)c(NC(=O)CN2CCN(c3ccc(OC)cc3)CC2)c1
 : -2.1% | .
35: CC(C)CC(=O)Nc1ccc(S(=O)(=O)NCc2ccco2)cc1
 : -2.6% | .
36: CC1(C)Oc2ccc3ccc(=O)oc3c2/C(=N\O)C1=O
 : 0.9% | 3%
37: CC1(C)CC(NC(=O)c2ccccc2Br)CC(C)(C)N1
 : -1.6% | 1%
38: Cc1oc(/N=C/c2ccccc2O)c(C#N)c1C
 : 0.6% | -9%
39: Cc1nnc(N2C(=O)c3ccc(-c4nc5ccccc5c(=O)o4)cc3C2=O)s1
 : 2.9% | 0%
40: CCn1c(COc2ccc(Cl)cc2)nnc1SCc1ccc(C#N)cc1
 : 3.4% | 0%
41: CCn1c(=O)cc(NC2=NCC(C)CN2c2cccc(Cl)c2)n(C)c1=O (stereo not given)
 : -2.5% | -8%
42: Cn1c(=O)c2c(SCC(=O)N3CCN(c4ccccc4)CC3)nc(C3CC3)nc2n(C)c1=O
 : 2.3% | -3%
43: O=C(CSc1nc2ccccc2o1)NCCOc1ccccc1
 : 2.5% | 0%
44: O=S(=O)(Nc1ccc(F)cc1)c1ccc2c(c1)Cc1cc(S(=O)(=O)Nc3ccc(F)cc3)ccc1-2
 : -0.8% | -3%
45: Cc1nc(Nc2nc3ccccc3o2)nc(C)c1C
 : -0.8% | 3%
46: Cc1c(C(=O)N2CCN(c3ccccc3)CC2)sc2ncnc(N3CCN(c4ccccc4)CC3)c12
 : 1.0% | 0%
47: CCC(C)NS(=O)(=O)c1ccc(OCC(=O)Nc2ccc3c(c2)OCO3)cc1 (stereo not given)
 : 4.1% | .
48: COc1ccc(S(=O)(=O)N2CCC(C(=O)N3CCCCC3)CC2)cc1Cl
 : 4.9% | .
49: CC(=O)c1nc2ccccc2n1S(=O)(=O)c1ccc(Cl)cc1
 : -1.1% | -15%
50: Cc1ccc(S(=O)(=O)c2c(N)n(/N=C/c3ccco3)c3nc4ccccc4nc23)cc1C
 : -17% | 0%
51: Cc1ccc(N2CCN(S(=O)(=O)c3ccc(F)cc3)CC2)c(C)c1
 : 1.3% | -7%
52: Clc1ccc(/C=C/C=Nc2ccc(-c3nc4ccccc4o3)cc2)cc1
 : -3.9% | 3%
53: Cc1ccc(OCCCC(=O)Nc2ccc(S(=O)(=O)Nc3cc(C)on3)cc2)cc1
 : -0.5% | -10%
54: COC(=O)c1[nH]c2cccc(OC)c2c1NC(=O)CCN1CCN(c2ccccc2F)CC1
 : -0.3% | -1%
55: COc1cccc(Nc2nc(=O)[nH]nc2C)c1
 : 1.2% | 2%
56: CCC(O)(C#CCN1CCCCC1)CC
 : 5.8% | 0%
57: COCCn1c(-c2cc(OC)c(OC)c(OC)c2)nc2oc3ccccc3c(=O)c2c1=O
 : 1.2% | -4%
58: COc1cc2c(cc1NC(=O)c1ccc(F)cc1)oc1ccccc12
 : -3.1% | 3%
59: Cc1cc2nc(-c3cccc(NC(=S)NC(=O)c4ccco4)c3)oc2cc1C
 : 2.2% | -1%
60: Cc1ccc(C)c(S(=O)(=O)Nc2cc(Br)c(O)c3ccccc23)c1
 : 7.1% | 12%

Three entries already listed, ordered by count of non-hydrogen atoms, falling.
Screens in order: Hsp70 displacement | MKP-3 inhibition
50: Cc1ccc(S(=O)(=O)c2c(N)n(/N=C/c3ccco3)c3nc4ccccc4nc23)cc1C
 : -17% | 0%
31: O=C(Nc1ccc2c(c1)OCCO2)C1CCCN1S(=O)(=O)c1ccc(Cl)cc1 (stereo not given)
 : -3.0% | -7%
40: CCn1c(COc2ccc(Cl)cc2)nnc1SCc1ccc(C#N)cc1
 : 3.4% | 0%

Rewritten field by field: entries from further up.
51. Cc1ccc(N2CCN(S(=O)(=O)c3ccc(F)cc3)CC2)c(C)c1
- Hsp70 displacement = 1.3%
- MKP-3 inhibition = -7%
42. Cn1c(=O)c2c(SCC(=O)N3CCN(c4ccccc4)CC3)nc(C3CC3)nc2n(C)c1=O
- Hsp70 displacement = 2.3%
- MKP-3 inhibition = -3%
30. O=[N+]([O-])c1ccc(-c2nc(NCc3ccccc3)cc(-c3ccccc3)n2)cc1
- Hsp70 displacement = 2.6%
- MKP-3 inhibition = 4%
12. COc1cccc(N2C(=O)C(=O)/C(=C(\O)c3ccccc3)C2c2ccc(Br)cc2)c1 (stereo not given)
- Hsp70 displacement = -1.2%
- MKP-3 inhibition = 1%

(listing goes on)
Screens in order: Hsp70 displacement | MKP-3 inhibition
61: O=C(Nc1ccc(N2CCOCC2)c(Cl)c1)c1ccc([N+](=O)[O-])cc1Cl
 : -2.5% | 2%
62: CC(=O)Oc1ccc2c(C)cc(=O)[nH]c2c1
 : 0.1% | -3%
63: Cc1nc(N2CCCC2C(=O)O)c2oc3ccccc3c2n1 (stereo not given)
 : -1.5% | -5%
64: COCCn1c(SCC(=O)Nc2nc3ccccc3s2)nnc1-c1ccoc1C
 : -1.6% | .
65: CCn1c(SCC(=O)N2CCN(c3cccc(Cl)c3)CC2)nc2ccccc2c1=O
 : 0.2% | .
66: CC(C)c1cc(C(=O)Nc2cccc(Cl)c2)no1
 : 2.1% | -1%
67: CC(=O)c1ccc(S(=O)(=O)N(Cc2cc3cc4c(cc3[nH]c2=O)OCCO4)CC2CCCO2)cc1 (stereo not given)
 : 1.3% | -4%
68: O=C(Cc1cccc2ccccc12)NCC1(c2ccccc2)CCOCC1
 : -4.3% | 4%
69: Cc1nnc(Nc2ccc(C(=O)Nc3c(Cl)cccc3Cl)cc2)c2ccccc12
 : 3.3% | -3%
70: Cc1ccc(S(=O)(=O)N2CCCC(c3nc(-c4ccc(C)o4)no3)C2)cc1 (stereo not given)
 : 6.3% | .
71: CCOC(=O)c1ccc(N2CSC3=C(C#N)C(c4cccs4)CC(=O)N3C2)cc1 (stereo not given)
 : -1.6% | -2%
72: Cc1c(C(=O)N2CCN(c3ccc(F)cc3)CC2)sc2nc(-c3ccccc3)cn12
 : 3.8% | -8%
73: CC(C)(C)c1ccc(C(=O)NCCOc2ccccc2Cl)cc1
 : -2.2% | 1%
74: CN(C)C(=O)c1cnn(-c2ccccc2)c1NC(=O)c1ccc(Br)cc1
 : 3.2% | 2%
75: C=CCSc1nc2sc3c(c2c(=O)n1-c1ccccc1)CCc1ccccc1-3
 : 3.5% | 2%
76: COCCn1c(SCC(=O)Nc2cccc(OC)c2)nnc1-c1ccc(Cl)cc1
 : -1.4% | -2%
77: CCOC(=O)CCSc1nc(C)c2cc(OC)ccc2n1
 : -3.7% | .
78: Cc1cc[n+](CC(=O)N(c2ccccc2)C(C)C)cc1
 : 1.5% | 3%
79: COc1ccc(/C(N)=N/OC(=O)c2cccc(F)c2)cc1
 : 1.4% | -3%
80: O=C(CN1CCN(c2ccc(F)cc2)CC1)Nc1cccc(C(F)(F)F)c1
 : 0.6% | 10%
81: CCOc1cc2[nH]c(=O)n(CC3CCC(C(=O)NCCCOC)CC3)c(=O)c2cc1OCC (stereo not given)
 : -0.2% | -10%
82: O=C(c1cnccn1)N(c1ccccc1)C1(C(=O)NC2CCCC2)CCCCC1
 : . | -6%
83: Cc1nn(C)c(C)c1S(=O)(=O)N(CC(=O)Nc1nccs1)c1ccc(C(C)C)cc1
 : 2.3% | 5%
84: CCc1nc(SCCO)c2oc3ccccc3c2n1
 : 4.7% | -4%
85: O=C(CSCc1ccc(Cl)cc1)N/N=C/c1ccc(Sc2cccc3cccnc23)o1
 : -1.3% | 4%
86: Cc1cccc(Cn2c(=O)c3c(nc4n3CCN4Cc3ccco3)n(C)c2=O)c1
 : -0.7% | -4%
87: O=C1CS/C(=N\N=C\c2cn(Cc3ccc(Cl)cc3Cl)nc2-c2ccccc2)N1
 : -4.9% | 1%
88: Cc1csc(NC(=O)c2cccc(C)c2C)n1
 : 0.2% | .
89: O=C(O)C1CCCCC1C(=O)NCCCc1ccccc1 (stereo not given)
 : -0.8% | -2%
90: COc1cccc(NC(=O)COC(=O)c2c3c(nc4ccccc24)CCC(C)C3)c1 (stereo not given)
 : -0.9% | .
91: CCCN1Cc2cccc(C(=O)N3CCN(c4ccccc4)CC3)c2C1=O
 : -0.8% | .
92: Cc1ccccc1S(=O)(=O)Cc1ccc(C(=O)NCCCN2CCN(C)CC2)o1
 : 1.9% | 0%
93: CC(=O)N(c1c(C)n(C)n(-c2ccccc2)c1=O)C1(C(=O)NC2CCCCC2)CCCCC1
 : 2.8% | .
94: COC(=O)C(C)N(C(=O)c1ccc(C(=O)c2ccccc2)cc1)c1c(C)cccc1C (stereo not given)
 : 0.3%&2.3% | -1%
95: O=C(COc1ccc2ccccc2c1)NCc1cccnc1
 : -0.6% | 2%
96: COC(=O)c1c(/N=C/N(C)C)ncn1-c1ccccc1OC
 : 1.0% | 0%
97: COCCNC(=O)CS(=O)Cc1nc(-c2ccc(Cl)cc2)oc1C (stereo not given)
 : 5.4% | 5%
98: O=S(=O)(c1ccccc1)n1ccc2ccccc21
 : -0.3% | -2%
99: Cc1nnn(C23CC4CC(CC(C4)C2)C3)n1
 : 8.6% | -2%
100: CCOc1ccc(-c2cc(C(=O)OC)c3ccccc3n2)cc1
 : -0.8% | -3%
101: Cc1ccc(Cl)cc1NC(=O)COc1cccc(C)c1C
 : 12% | 2%
102: CC(Oc1ccccc1Br)C(=O)N1CCc2ccccc21 (stereo not given)
 : -3.1% | -7%
103: O=c1[nH]cnc2sc(-c3ccccc3)cc12
 : 0.1% | .
104: C=CCOc1ccc(/C=C2\SC(N)=NC2=O)cc1OC
 : -0.6% | 4%
105: Cc1cc(/C=C2/NC(=O)NC2=O)c(C)n1-c1cccnc1
 : 1.2% | -2%
106: Cc1ccccc1N1C(=O)c2ccccc2C1Nc1cccnc1 (stereo not given)
 : 2.4% | -6%
107: CC(C)OC(=O)CC12CN(C)CC(CC(=O)OC(C)C)(CN(C)C1)C2=O
 : 4.6% | .
108: CC(=O)Nc1ccc(-c2nn[nH]n2)cc1Cl
 : -0.8% | 3%
